# Bioassay records from PubChem BioAssay.
# S3 lipid droplet: qHTS Assay for Lipid Storage Modulators in Drosophila S3 Cells; AID 2685, 2010; Drosophila S3 cells, BODIPY lipid droplet fluorescence, 18-24 h; cells fed with added oleic acid; hit rate 0.64% among 320,000; lipid storage change, negative = inhibition, % at the top dose, mostly 46.1 µM; hits show Potency in µM; active = well fitted inhibition curve with a large enough effect in the signal ratio, with a control signal flat, not every such curve was filed as active; inconclusive = small, poorly fitted or top-dose-only effect, or effect the other way, or a change in a side signal; the % refers to the signal ratio
#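 Drosophila S3 cells loaded with oleic acid (400 uM, as added) and compounds at several concentrations; lipid droplets imaged by 488-nm laser-scanning cytometry, 500–530 nm intensity and object ratio to cell channel. Percent activity normalized to 20 uM Triacsin C.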
# S3 lipid droplet cell count max: also measured in S3 lipid droplet; calls as there; cell number change, %; measured here: cell count max response;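 cells counted by Cell Tracker Red CMTPX staining in the red channel; peak over a dose series mostly up to 46.1 µM; percent activity relative to internal control wells on each plate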
# * = called active by the depositor; i = inactive; ? = inconclusive; nt = not tested or not shown; [ ] = remark or other dose. % is set by controls: 0 for no effect and ±100 for the full control effect; potency is the fitted concentration of half-maximal effect. This is a subset; the hit share may differ from the screen's.
SMILES,S3 lipid droplet cell count max,S3 lipid droplet
CC(=NCC1CCCO1)c1c(O)n(-c2ccc(C)cc2)c(=O)[nH]c1=O (stereo not given),21.5,i
COc1ccc(OCC#CCN2CCCCCC2)cc1,nt,?
CCOC(=O)C1CCN(C(C)C(=O)c2c(C)[nH]c3cc(C)ccc23)CC1 (stereo not given),nt,-8.5%
CC(=O)Nc1cc(C(=O)N2CCC3(CC2)OCCO3)ccc1Sc1ccc(F)cc1,nt,?
CCCCn1c(=O)c(C(=O)NCc2ccccc2Cl)c(O)c2ccccc21,nt,?
CC1(C)C2([N+](=O)[O-])CNCC1([N+](=O)[O-])CNC2,13.6,11.2%
COc1ccccc1N1CCN(Cc2cccc(OC)c2O)CC1,nt,?
COc1cc2c(cc1OC)-c1c3c(cc4c1[C@@H](C2)N(C)CC4)OCO3,nt,?

# Single records, from the list above. Order of screens: S3 lipid droplet cell count max | S3 lipid droplet
# CC(=NCC1CCCO1)c1c(O)n(-c2ccc(C)cc2)c(=O)[nH]c1=O (stereo not given) reads 21.5 | i
# CC1(C)C2([N+](=O)[O-])CNCC1([N+](=O)[O-])CNC2 reads 13.6 | 11.2%

# The listing continues.
SMILES,S3 lipid droplet cell count max,S3 lipid droplet
Cc1cccc(-n2c(/C=C/c3ccc([N+](=O)[O-])o3)nc3ccccc3c2=O)c1,9.4*,5.17µM*
Cc1cccc(NC(N)=S)c1,nt,?
N=c1sc2c(n1Cc1ccccc1)CCCC2,nt,?
CC(=O)N1N=C2C3CCN(CC3)C2C1c1cccc2ccccc12 (stereo not given),18.5,-4.4%
Cc1cc(OCc2nn[nH]n2)c2c3c(c(=O)oc2c1)CCCC3,nt,?
CCCCOC(=O)C1=C(N)OC2=C(C(=O)CCC2)[C@]12C(=O)N(C)c1ccccc12,-3.3*,5.17µM*
Cn1c(O)c(C=Nc2ccc(F)cc2)c(=O)[nH]c1=O,-14.2,-5.4%
C[C@]12CCC(=O)C=C1CC[C@@H]1[C@@H]2CC[C@]2(C)C(=O)CC[C@@H]12,nt,?
COc1ccc(CCNCc2ccsc2)cc1OC,nt,?
O=c1c(C=Nc2cccnc2Cl)c(O)n(CCCCl)c(=O)n1C1CCCCC1,14.0,0.2%
Cc1nonc1-c1nc(-c2nonc2N)n[nH]1,nt,?
O=c1c(/C=N/N2CCOCC2)c(O)n(-c2ccccc2)c(=S)n1-c1ccccc1,nt,?
CC(=O)OC1N=C(c2ccccc2)c2cc(Br)ccc2N(C)C1=O (stereo not given),-13.7,11.3%
O=C(CNC(=O)c1ccccc1)Nc1ccc(Br)cc1C(=O)c1ccccc1,nt,i
O=c1c(C=NCc2cccs2)c(O)n(C2CCCCC2)c(=O)n1C1CCCCC1,nt,?
O=C1NC(=O)N(c2ccc3c(c2)OCO3)C(=O)/C1=C/c1ccc(N2CCCC2)o1,nt,?
CCOP(=O)(/C(C#N)=C(\C)O)c1ccccc1 (stereo not given),nt,?
NP(=O)(OCC(F)(F)F)Oc1ccc(Cl)cc1 (stereo not given),0.3,11.1%
O=C(Cc1ccccc1)OCCN1CCCCC1,nt,?
COc1cc2c(cc1OC)-c1c(OC)c(OC)cc3c1C(C2)N(C)CC3 (stereo not given),nt,?
C=CCN1CCc2cccc3c2[C@H]1Cc1ccc(O)c(O)c1-3,nt,?
N#CC(C#N)=C(N)c1cccnc1,14.9,-2.4%
[O-][n+]1onc2c1CCC1N(O)CCC21O (stereo not given),nt,?
CCN(CC)CCOC(=O)c1ccc(N=Cc2c(O)[nH]c(=O)[nH]c2=O)cc1,0.0,1.0%
Cc1ccc(CN2CCCC(C(=O)c3cccc(C(F)(F)F)c3)C2)o1 (stereo not given),7.7,7.3%
c1ccc(CCNCc2ccccc2)cc1,12.7,-0.2%
CC1(C)N(O)C2CCCCC2N1O (stereo not given),nt,?
COc1ccccc1CCNC1CCC(C)CC1 (stereo not given),9.4,14.3%
Cc1cc2oc(=O)cc(-c3cc4ccccc4o3)c2cc1OC(=O)N(C)C,20.3*,18.4µM*
C=C[C@@H]1C[C@@]1(C)[C@@H](NP(=O)(c1ccccc1)c1ccccc1)c1ccccc1,-10.8,-3.1%
Cc1ccc(/C=C(/C#N)C(=O)NC(=O)Oc2ccccc2)cc1,nt,?
COc1ccc2[nH]cc(CCN=C(N)N)c2c1,nt,4.0%
COc1cc(C[C@@H](C)N)c(OC)cc1I,-6.8,3.6%
Cc1cc(C(=O)CS(=O)c2ccc(F)cc2)cc(C)c1OC(=O)N(C)C (stereo not given),-0.7,8.9%
COc1cccc(-n2nc(C(=O)N3CCC4(CC3)OCCO4)c3ccccc3c2=O)c1,nt,?
Nc1cc(N2CCNCC2)ccc1[N+](=O)[O-],nt,?
CN1CCN(C(=O)COc2ccc(S(=O)(=O)NCc3ccccc3)cc2Cl)CC1,nt,?
Cn1c(O)c(C=Nc2ccccc2)c(=O)n(C)c1=O,14.2,7.7%
O=C(c1ccco1)C12CN3CN(CN(C3)C1)C2,6.7,8.3%
O=C(Nc1cccc2ccccc12)c1nn(C23CC4CC(CC(C4)C2)C3)cc1Br,nt,-7.8%
O=C(CCc1nnc2ccc(NCc3ccc(F)cc3)nn12)N1CCC2(CC1)OCCO2,nt,i
NC(Cc1ccccc1)c1nc2ccccc2[nH]1 (stereo not given),nt,?
CCC12C=CCN3CCC4(c5cc(Br)c(OC)cc5N(C)C4C(O)(C(=O)OC)C1OC(C)=O)C32 (stereo not given),2.9,-7.6%
CCCCCn1c(=O)c(C(=O)Nc2ccccc2S(N)(=O)=O)c(O)c2ccccc21,17.1,-5.9%
COC(=O)CC1(CC(=O)OC)C(=O)N(c2ccccc2)C(=O)N(c2ccccc2)C1=O,20.4,4.3%
O=C(c1ccc(Cl)cc1)C1CCCN(Cc2cccc3ncccc23)C1 (stereo not given),nt,?
Cc1cccc(N2C(=O)NC(=O)/C(=C\c3cccn3-c3ccc(Cl)cc3)C2=O)c1,nt,?
CC1CCCCN1C(=O)c1ccc(N2CC3CC(C2)c2cccc(=O)n2C3)c([N+](=O)[O-])c1 (stereo not given),1.4,8.0%

# Copied from the list.
# Under S3 lipid droplet cell count max, COC(=O)CC1(CC(=O)OC)C(=O)N(c2ccccc2)C(=O)N(c2ccccc2)C1=O has 20.4
# Under S3 lipid droplet cell count max, CC1CCCCN1C(=O)c1ccc(N2CC3CC(C2)c2cccc(=O)n2C3)c([N+](=O)[O-])c1 (stereo not given) has 1.4

# (next part)
SMILES,S3 lipid droplet cell count max,S3 lipid droplet
O=C(Nc1ccc(Cl)cc1)O/N=C(\c1ccccc1)c1ccccn1,4.8,13.6%
O=c1[nH]c(=O)n(Cc2ccc(F)cc2)c(O)c1C=NCc1cccnc1,-15.8,18.2%
Cn1c(O)c(C(=O)c2ccccc2Cl)c(=O)n(C)c1=O,nt,?
Cc1ccc(OCCOc2cccc(C=C3C(=O)NC(=O)NC3=O)c2)c(C)c1,nt,?
Cc1cccc(N2C(=O)NC(=O)/C(=C\C=C\c3ccco3)C2=O)c1,nt,?
NC(Cc1ccccc1)Cc1ccccc1,-26.6,-16.2%
Cc1c(C)c2ccc(OCC(=O)N3C[C@H]4C[C@@H](C3)c3cccc(=O)n3C4)c(C)c2oc1=O,nt,5.8%
O=c1[nH]c(CN2CC=C(c3ccccc3)CC2)nc2cc(C(F)(F)F)ccc12,nt,?
CC12CN3CCN(CC(C3)/C1=N/NC(N)=O)C2,0.9,-11.3%
CC1CCC(NCC(O)c2ccccc2)CC1 (stereo not given),nt,?
O=C(C1CCCN(S(=O)(=O)c2cccc3nsnc23)C1)N1CCC2(CC1)OCCO2 (stereo not given),nt,i
O=c1c2ccccc2[se]n1-c1ccccc1,nt,?
C=CCn1c(O)c(C(C)=Nc2ccc(N(CC)CC)cc2)c(=O)[nH]c1=O,nt,?
COc1cccc(CNCCc2c[nH]c3ccccc23)c1,6.9,11.1%
O=[N+]([O-])c1cc(S(=O)(=O)c2ccc(O)c([N+](=O)[O-])c2)ccc1O,nt,?
Oc1ccc(C(=C(Cl)Cl)c2ccc(O)cc2)cc1,-7.7,0.8%
CN(C)[C@@H]1C(=O)C(C(N)=O)=C(O)[C@@]2(O)C(=O)C3=C(O)c4c(O)ccc(Cl)c4[C@@](C)(O)C3C[C@@H]12 (stereo not given in full),4.8,-7.0%
O=C(Cn1ncc2c3ccccc3n(Cc3cccc(Cl)c3)c2c1=O)N1CCC2(CC1)OCCO2,nt,?
COC(=O)C1=C(c2ccc(OC)c(OC)c2)C[C@@H]2CC[C@H]1N2C(=O)NCCNC(C)=O,nt,?
COC(=O)c1c(N)n(Cc2ccc(OC)cc2)c2nc3ccccc3nc12,nt,?
COc1ccc(CC(=O)Nc2ccc3c(C(F)(F)F)cc(=O)oc3c2)cc1OC,-1.2,13.1%
c1ccc2cc(C3N4CCCN34)ccc2c1 (stereo not given),10.6,3.0%
CC(=O)OC1(c2ccccc2)CCN(C)CC1(C)C (stereo not given),10.1,17.1%
O=C(Nc1ccc(Cl)cc1)N1CC2CC(C1)c1cccc(=O)n1C2 (stereo not given),-2.6*,1.84µM*
CC(=O)N(C1=NCCCS1)c1ccccc1Cl,19.2,3.5%
C[C@H]1O[C@@H](O[C@H]2[C@@H](O)C[C@H](O[C@H]3[C@@H](O)C[C@H](O[C@H]4CC[C@@]5(C)[C@H](CC[C@@H]6[C@@H]5CC[C@]5(C)[C@@H](C7=CC(=O)OC7)CC[C@]65O)C4)O[C@@H]3C)O[C@@H]2C)C[C@H](O)[C@@H]1O,nt,?
O=C(c1ccccc1F)c1cn(Cc2ccccc2)c2ccccc12,nt,?
CC1(C)CSC(Nc2ccc(F)c(Cl)c2)=N1,nt,?
O=C1NC(=S)NC(=O)C12C(c1ccccc1)NC(=S)NC2c1ccccc1 (stereo not given),3.6,-4.6%
CCc1ccccc1NC(=O)CN1CCN(C(=O)COc2ccccc2C#N)CC1,nt,?
COc1ccc2c(c1OC)CN1CCc3cc4c(cc3C1C2)OCO4 (stereo not given),nt,i
COc1cccc(Cn2c(=O)oc3ccccc32)c1,nt,?
O=C(c1csc2c1CCCCC2)N1CCC2(CC1)OCCO2,14.1,i
COc1cc2c(cc1OC)-c1c(OC)c(OC)c(OC)c3ccnc(c13)C2=O,nt,?
NC(C(=O)O)c1cc(=O)[nH]o1 (stereo not given),0.0,0.1%
CCCNC(=O)c1c(N)n(Cc2ccco2)c2nc3ccccc3nc12,nt,?
COc1ccccc1N1CCN(Cc2cnc(-c3ccccc3)[nH]2)CC1,5.7,-1.5%
CCN(CC)c1ccc(N=Cc2c(O)[nH]c(=O)[nH]c2=O)cc1,nt,?
CCCCn1c(=O)c(C(=O)Nc2nnc(C(C)C)s2)c(O)c2ccccc21,2.4,-15.0%
CC(=NCCCN1CCCCC1)c1c(O)n(Cc2ccccc2)c(=O)[nH]c1=O,21.2,i
Cc1ccc(S(=O)(=O)NC(Cc2cnc[nH]2)C(=O)O)cc1 (stereo not given),nt,?
CC(C)(C)P(=O)(N1CCOCC1)N1CCOCC1,nt,?
CN1CSC(=S)N(C)C1,nt,?
COc1cc(/C=C2\C(=O)NC(=O)N(c3ccccc3)C2=O)cc(OC)c1OC,nt,0.731µM*
CC12CN3CCN(C1)CC(C)(C3)C2=NO,nt,?
Cc1ccc(N2C(=O)NC(=O)/C(=C\c3cccn3C(C)(C)C)C2=O)cc1,nt,?
O=C(c1cccs1)c1cn(Cc2ccccc2Cl)c2ccccc12,nt,28.6%
Cc1ccc(C)c(-n2c(C)nc3ccccc3c2=O)c1,3.8,-1.8%
COC(=O)C1=C(c2ccc(F)cc2F)C[C@@H]2CC[C@H]1N2C(=O)NCC1CC1,nt,?
O=S1(=O)CCN(CCc2c[nH]c3ccccc23)CC1,nt,?
COC(=O)C1=Nc2ccccc2/C1=C\c1c(O)n(-c2ccc(Br)cc2)c(=O)[nH]c1=O,nt,?
CCCCCn1c(=O)c(C(=O)Nc2ncccc2C)c(O)c2ccccc21,-11.8,20.1%
O=c1[nH]c(=O)n(Cc2ccco2)c(O)c1C=NCc1cccs1,nt,?
COc1ccc(Br)cc1CNCCc1cccc(Cl)c1,nt,?
Cc1cccc(N2C(=O)NC(=O)/C(=C\c3cnc(-c4ccccc4)nc3)C2=O)c1,7.8,1.3%
COc1ccc(NC(=O)CN2C3CCC2CC(O)(c2cccnc2)C3)cc1OC (stereo not given),10.1,0.1%[9.22 µM]

# More compounds:
SMILES,S3 lipid droplet cell count max,S3 lipid droplet
O=C(c1cc([N+](=O)[O-])ccc1N1CCNCC1)N1CCOCC1,nt,?
Oc1cc2c(cc1CN1CCN(c3ccccc3)CC1)CCC2,-17.5,10.3%
CCOC(=O)C1=CC(=C2C(=O)N(CC)C(=S)N(CC)C2=O)c2ccccc2O1,4.6,-2.5%
Cc1cc(OCC(=O)NCC(O)c2ccccc2)c2c3c(c(=O)oc2c1)CCC3 (stereo not given),-16.3*,20.6µM*
CC1CCN(C(=O)CCNS(=O)(=O)c2ccc3c(c2)oc(=O)n3C)CC1,nt,?
CN1CCN(Cc2cc3c(cc2[N+](=O)[O-])OCO3)CC1,nt,?
CN(C)C(=O)Oc1ccc(C(=O)c2ccccc2)cc1,-1.0,-6.2%
N=Cc1c(O)n(-c2cccc(Cl)c2)c(=O)[nH]c1=O,nt,?
